LDHA inh: LDHA (human) enzyme inhibition | P00338 | purified LDHA, NADH/diaphorase-resazurin fluorescence; hits give low values | activity change, % (values are at about 110 or 230 µM) | 480,000 tested, 0.15% active; in the data active = activity change below about -30%; inconclusive = mostly about -25% to -30%;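 note: plate controls were DMSO wells for no effect and wells without enzyme for full effect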
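Remaining NADH was detected by diaphorase (0.133 mg/mL) converting 37 µM resazurin to fluorescent resorufin, read at 0 and 20 minutes. The preceding 5-minute room-temperature reaction used 2 nM LDHA, 0.2 mM sodium pyruvate and 0.06 mM NADH at pH 7.4.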
D2 agonist: D2 dopamine receptor (human) agonism; P14416; HEK293 T-REx D2 cells, calcium flux agonist mode; activation, % at 2 µM; 340,000 tested, 0.53% active;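 active = activation over 3 SD above normal in the single-dose calcium agonist read, cut at about 30% in these data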; note: 0% is about no effect
Target sequence (P14416 whole entry, looked up): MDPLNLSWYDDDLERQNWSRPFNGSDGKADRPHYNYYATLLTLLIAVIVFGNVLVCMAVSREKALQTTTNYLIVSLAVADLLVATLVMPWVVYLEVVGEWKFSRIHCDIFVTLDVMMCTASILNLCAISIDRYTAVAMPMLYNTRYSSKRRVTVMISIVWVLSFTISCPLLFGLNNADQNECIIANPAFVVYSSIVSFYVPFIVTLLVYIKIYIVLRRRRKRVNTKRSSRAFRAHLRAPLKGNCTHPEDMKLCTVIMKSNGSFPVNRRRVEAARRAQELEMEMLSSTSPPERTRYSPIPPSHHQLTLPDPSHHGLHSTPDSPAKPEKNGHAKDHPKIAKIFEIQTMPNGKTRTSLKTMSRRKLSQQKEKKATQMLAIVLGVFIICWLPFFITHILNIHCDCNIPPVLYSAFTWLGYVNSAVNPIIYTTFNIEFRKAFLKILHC
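Agonism is scored from calcium flux in a force-coupled, inducible HEK293 cell line expressing D2, read kinetically for 180 s after compound addition against dopamine controls.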
RGS4 inh: blocks human RGS4-accelerated GTP hydrolysis; P49798; Transcreener GDP fluorescence polarization, RGS4-accelerated GTP hydrolysis; Potency, µM (series often up to 114 µM), for the others: top-dose activity change, negative = inhibition, most hits filed as inhibitors; 390,000 tested, 0.039% active; AID 504845; note: potency is the fitted concentration of half-maximal effect; % is set by controls: 0 for no effect and ±100 for the full control effect; nearly all actives have a fitted effect of over 75% in size; some results filed as inactive show a strong effect at the top dose
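MLSMR compounds (23 nl, pin-transferred) preincubated 10 min at room temperature with a 500nM (2x) first reagent, then RGS4 at 900nM (2x) plus Transcreener GDP mix added; fluorescence polarization (620/688 nm) read before and after 90 min at 30 °C.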
Vif-APOBEC3F blk: inhibitors of Vif-A3F interaction | HeLa A3F-eYFP + Vif (tagged APOBEC3F with the HIV-1 protein that degrades it), YFP fluorescence increase | Potency, µM (titrated, usually from 46.1 µM), without a hit: at the highest dose activity, negative = active | 390,000 tested, 0.2% active; note: potency is the fitted concentration of half-maximal effect; % of control where 0% means no effect; nearly all actives have a fitted effect of over 65% in size
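HeLa cells stably expressing Vif plus C-terminally eYFP-tagged A3F were seeded, incubated overnight at 37 deg C, dosed with compound, incubated overnight again at 37 deg C. Yellow fluorescence (Ex 488/Em 500-530) reported blocked Vif-mediated A3F-eYFP degradation.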
ERG Ets-DNA blk: blocks human ERG Ets domain binding to DNA; P11308; fluorescence polarization, His-ERG Ets domain / labelled DNA; Potency, µM (titrated, usually from 76.9 µM), inactives show top-dose FP activity, negative = inhibition, actives largely listed as inhibitors; 370,000 tested, 0.028% active; AID 624246; active = well fitted inhibition curve with a large enough effect in the polarisation, with a control signal flat; inconclusive = small, poorly fitted or top-dose-only effect, or effect the other way, or a change in a side signal; inactive = no such curve, though single readings can be large or run the other way; the % refers to the polarisation;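 note: polarization taken with two DNA probes labelled with fluorescein and Texas red; potency is the fitted concentration of half-maximal effect; % of control where 0% means no effect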
Target sequence (P11308 whole entry, looked up, the tested form may be a part): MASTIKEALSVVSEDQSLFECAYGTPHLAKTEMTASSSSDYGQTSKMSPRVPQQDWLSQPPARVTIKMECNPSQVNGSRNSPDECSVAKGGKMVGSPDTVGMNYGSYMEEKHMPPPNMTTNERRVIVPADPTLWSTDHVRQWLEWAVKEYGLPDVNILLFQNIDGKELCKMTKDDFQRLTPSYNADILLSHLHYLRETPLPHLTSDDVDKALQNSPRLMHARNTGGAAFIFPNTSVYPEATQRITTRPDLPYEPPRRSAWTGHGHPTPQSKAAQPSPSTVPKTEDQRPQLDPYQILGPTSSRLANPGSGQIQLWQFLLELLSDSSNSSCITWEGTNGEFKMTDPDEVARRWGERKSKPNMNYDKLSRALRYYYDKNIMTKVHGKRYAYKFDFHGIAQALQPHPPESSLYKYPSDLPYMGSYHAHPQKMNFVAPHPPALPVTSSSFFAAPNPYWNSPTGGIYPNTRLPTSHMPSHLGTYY
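His-tagged ERG Ets domain (1 uM in the protein solution; 300mM KCl, 50mM Tris-HCl, 1mM EDTA, 1mM DTT, pH 7.5) received compound, then a probe mix of 5 nM fluorescein-DNA and 100nM Texas-615-DNA. Fluorescence polarization was read for both dyes.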
Glioma ERSR ind: ER stress response induction in glioma | U87-MG GRP78 promoter luciferase reporter, 16 h | Potency, µM, for the others: at the highest dose activation, usual class: activators | 420,000 tested, 0.02% active | AID 602332; note: potency is the fitted concentration of half-maximal effect; series mostly up to about 76 µM; % of control where 0% means no effect; nearly all actives have a fitted effect of over 35% in size
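Stably transfected U87-MG glioma cells carrying a GRP78-based luciferase sensor; 16 h compound incubation. Luminescence end-point read 10 min after Bright-Glo addition at room temperature.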
D2 antagonist: antagonizes the human D2 dopamine receptor | P14416 | HEK293 TREx D2 cells, calcium flux, dopamine EC80 | inhibition, % at 10 µM | 340,000 tested, 2% active; in the data active = inhibition above about 30%; note: 0% is about no effect
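In this primary screen, negative modulation is detected by tracking calcium flux after an EC80 dopamine challenge in inducible HEK293 T-REx D2 cells preexposed to test compound for 180 s.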
Vif-APOBEC3G blk: blocks the Vif interaction with human APOBEC3G; HeLa A3G-eYFP + Vif (tagged APOBEC3G with the HIV-1 protein that degrades it), YFP fluorescence, overnight; Potency, µM (series often up to 46.1 µM), for the others: at the top dose activity, negative = active, usual class: inhibitors; Q9HC16; 410,000 tested, 0.076% active;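 note: potency is the fitted concentration of half-maximal effect; % is set by controls: 0 for no effect and ±100 for the full control effect; nearly all actives have a fitted effect of over 60% in size; hits raise eYFP signal because A3G escapes Vif-driven loss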
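Read-out is eYFP fluorescence (Ex 488/Em 500-530) from Vif-expressing HeLa A3G-eYFP cells; more signal means A3G escaped Vif-mediated degradation. Cells plated overnight, compound pinned in, incubated overnight at 37 deg C.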
ALOX12 inh: ALOX12 (human) lipoxygenase inhibition; Potency, µM (doses to about 108 µM), inactives show at the highest dose activity change, negative = inhibition, actives largely listed as inhibitors; 580,000 tested, 1.1% active; purified 12hLO, xylenol orange hydroperoxide absorbance; P18054; note: potency is the fitted concentration of half-maximal effect; % is set by controls: 0 for no effect and ±100 for the full control effect
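Purified human 12hLO (150 nM final) in 25 mM Hepes, 0.01% Triton X-100, pH 7.0 was preincubated 15 min at room temperature with compound. Then 40 uM arachidonic acid was added, 30 min. Hydroperoxide was read by Fe-XO absorbance ratio 573/405 nm.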
Starred values were filed as active, the others as inactive; ? = inconclusive; . = not tested or not shown; & = joins results of further samples; [ ] = dose if it differs, or a comment. Unless noted, calls come from the whole dose curve; as a rule, active = well fitted curve in the direction sought with a large enough effect; inconclusive = small, poorly fitted or top-dose-only effect, or another doubt; inactive = no such curve, though single readings can be large; an effect the other way counts as inactive or inconclusive. This is a subset, so the mix of outcomes need not match the whole.

Compound,LDHA inh,D2 agonist,RGS4 inh,Vif-APOBEC3F blk,ERG Ets-DNA blk,Glioma ERSR ind,D2 antagonist,Vif-APOBEC3G blk,ALOX12 inh
CCOC(=O)C1CCN(S(=O)(=O)c2cc(C(=O)OC)n(C)c2)CC1,0,0.4,-29%,-7%,7%,-5%,-6,-5%,0%
CCOC(=O)C(Oc1ccc(=O)[nH]n1)C(C)=O (configuration not stated),1,-0.2,10%,1%,-5%,0%,-1,1%,0%
CCCc1cc(=O)oc2c(C)c(OCc3nn[nH]n3)ccc12,-4,-0.2,-13%,3%,1%,-4%,-14,1%,?
Cc1c(C)c2ccc(Oc3ccc([N+](=O)[O-])cc3C(F)(F)F)c(C)c2oc1=O,-5,0.1,-13%,4%,5%,-2%,11,-1%,24%
O=C(c1n[nH]c(=O)c2ccccc12)N1CCN(c2ccccc2Cl)CC1,-4,0.7,-28%[56.9 µM],-25%,-9%,-8%,19,-23%,?
NC(=O)CSc1nnc(-c2ccc(O)cc2)n1Cc1ccco1,-5,-0.5,-29%,6%,-1%,-2%,-1,4%,?
CCCC1c2ccc(C)n2CCN1C(=O)Nc1ccc(F)cc1 (configuration not stated),-8,0.5,9%,4%,-9%,9%,-13,-10%,46%[activator]
CN1CC(=O)N(CC(=O)Nc2ccc(OCc3ccccc3)cc2)C1=O,-1,.,-2%,0%,-4%,1%,.,-3%,-26%
CCc1c(C2(O)CCCCC2)[nH]c2ccc(C(=O)OC)cc12,-9,.,14%,-8%,-4%,1%,.,0%,-13%
COc1ccc(C2C(C#N)=C(N)OC3=C2C(=O)CC(C)(C)C3)cc1OC (configuration not stated),-19,-0.4,-25%,6%,-7%,-3%,0,2%,3%
COc1ccc(-n2c(SCC(=O)Nc3nccs3)nc3c(c2=O)SCC3)cc1,-3,-0.2,-3%,1%,-3%,-1%,1,-7%,?
CC(C)CC(NC(N)=O)C(=O)NCc1ccccc1Cl (configuration not stated),-4,-0.1,14%,-53%,3%,-2%,4,9%,-2%
O=C(O)C[C@H]1c2ccccc2S(=O)(=O)N1c1ccccc1,-4,.,1%,3%,-7%,-4%&-4%,.,5%&0%,4%
CCOC(=O)C1CCN(S(=O)(=O)c2ccc3c(c2)N(C)C(=O)CC(=O)N3C)CC1,-1&-15,1.0&-0.4,15%[11.4 µM],2%&2%,0%&1%,-1%&0%,-4,1%&3%,4%&-18%
O=C(O)c1cc2ccc3ccccc3c2oc1=O,11,0.1,5%,2%,-10%,0%,-20,1%,?
COc1ccc2oc(C(=O)OC(C)C(=O)N(C)c3ccccc3)c(C)c2c1 (configuration not stated),-7,-0.1,-17%,2%,2%,-4%,-13,0%,-10%
CCOC(=O)Cc1csc(NC(=O)CSc2nnc(-c3ccc(OC)cc3)n2C)n1,-11,0.2,-12%,3%,0%,-1%,16,0%,0%
CC(C)(C)N(Cc1ccccc1)C(=O)c1ccc(Cl)cc1[N+](=O)[O-],-2,-1.1,10%,0%,-1%,-3%,-18,1%,-16%
COC(=O)[C@H]1[C@H]2C[C@@H]3c4[nH]c5cc(OC)ccc5c4CCN3C[C@H]2C[C@@H](OC(=O)c2ccc(N)cc2)[C@@H]1OC,5,1.7,-5%,?,8%,-6%,-32,-14%,-8%
COC(=O)c1cc2oc(C)cc2n1CC(=O)N1CCCc2ccccc21,2,-1.2,-8%,1%,3%,0%,0,-9%,?
O=S(=O)(/N=C(\[O-])C[n+]1ccccc1)c1ccc(Cl)cc1,-9,.,-3%,-15%,8%,-6%,.,3%,6%
COc1cc(NS(=O)(=O)c2ccc(-c3cc(C)no3)cc2)cc(OC)c1,-6,-0.4,?,-16%,4%,-3%,.,-2%,-7%
FC(F)(F)c1cccc(Nc2nc3nonc3nc2Nc2ccc(Cl)cc2)c1,-3,2.9,-8%,.,4%,.,.,.,?
CC(C)NC(=S)N1CCC(Cc2ccccc2)CC1,-1,-0.4,-21%,-1%,6%,0%,1,0%,-6%
N/C(=N\OC(=O)c1ccc(Cl)c(Cl)c1)c1cccc(CSc2ccccn2)c1,-3,2.1,-12%,9%,-5%,-2%,5,-1%,32%[activator]
Clc1ccc2c(NCc3ccco3)ncnc2c1,-10,0.3,4%,-9%,0%,0%,-14,-11%,74%[activator]
CC(C)Cn1c(SCC(=O)N2CCc3ccccc3C2)nc2cc(Cl)ccc2c1=O,-6,0.1,19%,7%,-6%,-5%,-17,1%,13%
CC(C)(C)c1ccc(C(=O)c2c[nH]c(C(=O)O)c2)cc1,-8,-0.1,-17%,-37%,27%,-10%,27,2%,-8%
O=C(CC1C[C@H](C(=O)N2CCOCC2)[C@@]2(CCC3CCCC3)c3[nH]c4ccccc4c3CCN2C1=O)NCCC1=CCCCC1 (some centres not stated),-6,.,-2%,-2%,-8%,0%,.,1%,-20%
CCOc1ccccc1C(=O)Nc1ccc2nc3n(c(=O)c2c1)CCCCC3,-2,-0.7,-13%,0%,-5%,-4%,19,-1%,-22%
O=C(O)CCC(=O)Nc1sc2c(c1C(=O)NCc1ccccc1)CCCC2,-11,.,-3%,-24%,2%,0%,.,-15%,76%[activator]
Cc1ccc(S(=O)(=O)N2CCOCC2)cc1C(=O)N(Cc1nnc(-c2ccccc2Cl)o1)C1CC1,-3,1.1,8%,4%,9%,-1%,-5,0%,-1%
Cc1cc(C)c(NC(=O)CNC(=O)Cc2sc(C)nc2-c2ccc(F)cc2)c(C)c1,5,-0.2,-18%,-6%,-2%,-3%,-8,-8%,-28%
O=C(Oc1cccc(C(=S)N2CCOCC2)c1)c1cccc(Cl)c1,-11,0.7,-18%,-5%,-2%,-4%,1,2%,-8%
O=C1C=C(Nc2cccc(Cl)c2)CC(c2ccco2)C1 (configuration not stated),-2,0.2,-7%,-10%,.,-4%,13,?,?
CN(C(=O)CCn1c(=S)oc2ccccc21)C1CCCCC1,-2,0.6,-9%,-25%,17%,-2%,-12,-4%,5%
Cc1cc(=O)n2nc(N3CCC(C(=O)NCc4ccco4)CC3)sc2n1,-11,-0.2,23%[11.4 µM],-5%,1%,3%,-11,2%,16%
O=C(CC(Nc1ccc(F)cc1)C(=O)O)c1ccccc1 (configuration not stated),2,1.1,-47%,-4%,8%,0%,-3,-15%,-22%
CCN(C(=O)c1sc2nc3n(c(=O)c2c1C)CCCCC3)c1ccccc1F,1,-0.5,-12%,-7%,0%,-2%,.,-2%,7%
COC(=O)c1ccc(NC(=O)COc2ccc3c(c2)OCO3)cc1,1,.,8%,-6%,9%,0%,.,0%,-2%
O=C(NC1CCCCC1)C(c1ccccc1)N(C(=O)c1csnn1)C1CC1 (configuration not stated),-2,-0.6,-16%,3%,-3%,0%,0,-6%,13%
COC(=O)C(NNc1ccccc1)(NC(=O)c1ccc(F)cc1)C(F)(F)F (configuration not stated),-11,-1.9,4%,-6%,4%,-2%,3,-1%,-12%
O=C(CSc1nnnn1C1CCCCC1)N1CCOCC1,-1,0.2,-5%[11.4 µM],0%,-6%,2%,8,3%,1%
CCC(CC)C(=O)c1c[nH]c(C(=O)OC)c1,-3,0.9,-31%,-3%,7%,-5%,7,1%,0%
COc1ccc(S(=O)(=O)Nc2cccc3c2O[C@H](CN(C)C(=O)Nc2ccc(C(F)(F)F)cc2)[C@@H](C)CN([C@H](C)CO)C3=O)cc1,2,.,-2%,8%,-3%,-3%,.,-14%,-4%
O=C(Nc1cccc(C(F)(F)F)c1)Nc1nnc(N2CCCCC2)s1,-3,3.5,11%,1%,-2%,-2%,.,-3%,-18%
COc1cccc(CN(C)C(=O)c2ccccc2SCC(=O)N2CCCC2)c1,-4,0.1,1%,6%,2%,-3%,2,1%,-5%
CCCc1n[nH]c(=O)[nH]1,1,-1.1,14%,0%,-3%,-1%,23,-3%,0%
Cc1noc(C)c1COc1ccc(C(=O)OCC(=O)NC(=O)C2COc3ccccc3O2)cc1 (configuration not stated),4,0.8,-11%,5%,-1%,-2%,0,0%,92%[activator]
COC(=O)CCCC1=CC2=CC(=O)C(C)(OC(=O)c3cccs3)C(=O)C2=CN1CCN1CCOCC1 (configuration not stated),13,0.2,6%,6%,-6%,-2%,-6,0%,-9%

Remaining list, next part:
Compound,LDHA inh,D2 agonist,RGS4 inh,Vif-APOBEC3F blk,ERG Ets-DNA blk,Glioma ERSR ind,D2 antagonist,Vif-APOBEC3G blk,ALOX12 inh
COc1ccc(C(=Cc2ccccc2)C(=O)O)cc1,-6,.,-4%,10%,3%,-2%,.,1%,13%
COc1cccc(NC(=O)CN(C)C(=O)c2ccc(OCC3CCCO3)cc2)c1 (configuration not stated),-6,-0.3,14%,-5%,-7%,5%,-1,2%,5%
COc1cc(C(=S)N2CCCC2)ccc1OC(=O)c1ccc(Cl)cc1[N+](=O)[O-],0,0.0,-15%,9%,-5%,5%,9,3%,0%
CS(=O)(=O)N(CC(=O)NCc1ccc2c(c1)OCO2)Cc1ccccc1,5,-0.5,-54%[56.9 µM],-10%,-4%,-6%,8,-5%,-8%

From PubChem
